# Compound activity (PubChem BioAssay)
# KLK7 zymogen act: activators of human kallikrein-7 zymogen; P49862; purified proKLK7, EDANS-DABCYL substrate fluorescence; 100% is mature enzyme control, 0% vehicle; activation, % at 7 µM; 370,000 compounds, 0.9% hits;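 active means activation above the mean of all tested compounds plus 3 SD, computed per campaign excluding outliers beyond control limits, cut at about 13% in these data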
# Target sequence (P49862 whole entry, looked up): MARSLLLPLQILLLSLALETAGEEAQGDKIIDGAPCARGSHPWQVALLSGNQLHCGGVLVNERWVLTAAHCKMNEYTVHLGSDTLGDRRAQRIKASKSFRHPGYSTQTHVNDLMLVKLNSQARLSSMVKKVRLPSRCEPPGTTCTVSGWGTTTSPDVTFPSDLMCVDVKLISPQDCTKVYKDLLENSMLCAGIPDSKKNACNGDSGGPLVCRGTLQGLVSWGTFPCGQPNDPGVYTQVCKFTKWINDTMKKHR
# SMARCA2 act: SMARCA2 function activation, primary screen | activation, % at 9.1 µM | 370,000 compounds, 1% hits | MG213 cells, MMTV-luciferase reporter, dexamethasone, overnight | AID 652017; in the data active means activation above about 7.8%;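 further: 0% = vehicle wells and 100% = reference activator wells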
# FXN GAA850 act: increases GAA850 frataxin promoter reporter activity. HEK293 lucGAA850 FXN promoter luciferase reporter, 24 h; percent of 10 µM SAHA response. activation, % at 6 µM. 360,000 compounds, 0.56% hits. AID 540364;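 active means activation above the average of all compounds screened plus 3 SD, cutoff fixed separately per campaign, cut at about 7.5% in these data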;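 further: 0% = DMSO wells and 100% = 10 µM SAHA wells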
# ssDAF12 agonist: S. stercoralis DAF-12 activation, primary screen. HEK293 ssDAF-12/GRIP1 lit1-tk-luc reporter, luminescence; % of 3 µM dafachronic acid response. activation, % at 6.8 µM. 370,000 compounds, 1% hits. AID 652126;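 active means activation above the mean over all tested compounds plus 3 SD, cut at about 0.9% in these data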;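 further: 0% = DMSO-only wells and 100% = 3 µM delta7-dafachronic acid wells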
# DAX1 inh-1: inhibitors of human orphan nuclear receptor DAX1 (NR0B1) | P51843 | HEK293 Gal4-DAX1 luciferase reporter, luminescence | inhibition, % at 6.75 µM | 340,000 compounds, 0.99% hits | AID 504766;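 active means inhibition above the mean over all tested compounds plus 3 SD, cut at about 4.2% in these data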;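 further: 0% = DAX1-transfected cells with DMSO and 100% = empty-vector control cells with DMSO; inhibition shows as a rise in luminescence from relieved DAX1 repression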
# Target sequence (P51843 207-470 limits assumed): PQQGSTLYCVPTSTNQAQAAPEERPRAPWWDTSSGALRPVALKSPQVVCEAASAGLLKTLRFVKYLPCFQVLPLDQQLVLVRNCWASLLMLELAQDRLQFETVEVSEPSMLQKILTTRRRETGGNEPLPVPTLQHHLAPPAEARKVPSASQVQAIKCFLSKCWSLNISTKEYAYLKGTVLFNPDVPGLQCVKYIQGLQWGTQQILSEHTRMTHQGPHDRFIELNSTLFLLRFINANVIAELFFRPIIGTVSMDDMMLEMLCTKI
# hcDAF-12 act: H. contortus DAF-12 activation, primary screen. HEK293 hcDAF-12 lit1-tk-luc reporter, luminescence; 0% DMSO, 100% Δ7-dafachronic acid. activation, % at 6.8 µM. 370,000 compounds, 1.4% hits;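 active means activation above the mean of all tested compounds plus 3 SD, cut at about 5.5% in these data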;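 further: 100% = response to 3 µM Δ7-dafachronic acid high control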
# hgDAF-12 ag: hgDAF-12 agonism, primary luciferase screen. 370,000 compounds, 1.8% hits. activation, % at 6.8 µM. HEK293 GAL4-hgDAF12 UAS-luciferase reporter, agonist luminescence; normalized to butyrate control;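 active means activation above a cutoff set at the mean of all screened compounds plus 3 SD, cut at about 10% in these data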;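 further: 0% = DMSO wells and 100% = sodium butyrate wells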
# DAX1 inh-2: DAX1 (NR0B1) inhibition, primary screen; HEK293T StAR-luciferase reporter, SF-1/DAX-1 repression relief; inhibition, % at 6.8 µM; 370,000 compounds, 1.1% hits; AID 652010;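 active means inhibition above the mean over all tested compounds plus 3 SD, cut at about 3.6% in these data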;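 further: 0% = DAX-1 cells with DMSO and 100% = cells lacking DAX-1 with DMSO; higher inhibition means more luminescence from relief of DAX-1 repression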
# GC-B act: GC-B (human) receptor activation | activation, % at 10 µM | 370,000 compounds, 0.11% hits | HEK293-GC-B cells, CNP EC30, cGMP TR-FRET; 0% at EC30 CNP, 100% saturating CNP;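 active means activation at 10 µM reaching about 35% in either raw or pattern-adjusted values, limit read from the data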
# NPR1 activator: GC-A (human) enzyme activation | AID 1671463 | HEK293 GC-A cells, cGMP TR-FRET, EC30 ANP; 0% at EC30 ANP, 100% saturating ANP | 370,000 compounds, 0.14% hits | activation, % at 10 µM; in the data active means activation above about 40%
# HGIII-sPLA2 inh: Inhibits HGIII-sPLA2 liposome hydrolysis, primary screen; Q9NZ20; QFRET BODIPY PC-A2 liposome hydrolysis, fluorescence; inhibition, % at 12.2 µM; 370,000 compounds, 0.56% hits; AID 743126;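 active means inhibition above mean plus 3 SD of compounds lying within the high and low control bounds, cut at about 19% in these data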;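 further: 0% = median of test compound wells and 100% = no enzyme DMSO wells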
# Target sequence (Q9NZ20 whole entry, looked up): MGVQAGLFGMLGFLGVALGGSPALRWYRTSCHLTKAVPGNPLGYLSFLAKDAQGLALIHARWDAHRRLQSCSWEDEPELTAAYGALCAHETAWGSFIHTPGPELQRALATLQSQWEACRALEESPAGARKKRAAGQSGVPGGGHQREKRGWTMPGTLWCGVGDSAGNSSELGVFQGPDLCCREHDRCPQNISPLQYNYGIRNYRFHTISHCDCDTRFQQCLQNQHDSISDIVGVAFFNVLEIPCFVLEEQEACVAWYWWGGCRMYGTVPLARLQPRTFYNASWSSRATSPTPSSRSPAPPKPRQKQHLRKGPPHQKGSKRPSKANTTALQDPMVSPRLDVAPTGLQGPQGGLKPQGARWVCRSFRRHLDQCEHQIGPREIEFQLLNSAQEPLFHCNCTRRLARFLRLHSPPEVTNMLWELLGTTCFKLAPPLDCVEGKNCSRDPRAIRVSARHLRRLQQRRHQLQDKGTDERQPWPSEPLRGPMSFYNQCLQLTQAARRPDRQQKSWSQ
# The depositor's hits bear a star; nt = not tested or not shown. Rows were taken by chance (roughly 6.7% active in at least one column).
SMILES,KLK7 zymogen act,SMARCA2 act,FXN GAA850 act,ssDAF12 agonist,DAX1 inh-1,hcDAF-12 act,hgDAF-12 ag,DAX1 inh-2,GC-B act,NPR1 activator,HGIII-sPLA2 inh
Cc1cc(F)ccc1NC(=O)c1cc(S(=O)(=O)N2CCCC2)cn1C,1.1,-2,-0.2,-1.5,0.2,-0.4,-3.2,0.3,2,0,-6
CCNC(C(=O)c1c[nH]c2c(CC)cccc12)c1ccccc1 (stereo not given),-0.7,-3,-0.1,-0.8,1.1,0.7,2.2,0.1,-9,-24,-8
COc1cc(NC(=O)c2ccc(CNc3c(N4CCOCC4)c(=O)c3=O)cc2)cc(OC)c1,0.5,-1,-2.8,-0.4,1.1,-0.8,-0.9,0.6,-6,2,-6
O=C(CSc1nc(C(F)(F)F)cc(=O)[nH]1)N1CCCCCC1,0.0,-1,-0.1,-0.6,-0.2,1.0,6.6,-0.4,1,3,11
CC(C)c1ccc(NC(=O)[C@H]2CSCN2C(=O)[C@@H]2CCC(=O)N2)cc1,0.3,0,2.5,-0.4,0.6,-0.4,-0.6,0.3,-3,-1,2
COC1=CC(=O)OC(c2cccc(C#N)c2)C1 (stereo not given),-0.2,2,nt,-1.3,nt,0.0,2.8,0.5,5,3,0
O=C(c1cccnc1)n1nc(-c2ccco2)nc1NCc1cccs1,0.0,-1,-11,-1.4,3.0,1.3,4.3,1.1,3,7,7
O=C(COc1ccc2c(c1)OCO2)Nc1nccs1,-0.4,7,2.1,1.1*,-2.5,7.5*,11*,2.2,0,2,1
COCCNC(=O)C(=O)NCC(c1ccc2c(c1)OCO2)N1CCN(c2ccc(F)cc2)CC1 (stereo not given),0.4,-1,0.5,-1.3,0.2,-0.5,1.2,0.1,-2,4,-5
COc1cc(Cl)ccc1OCc1cc(C(=O)N(C)C2CCOC2)no1 (stereo not given),-0.3,8.7*,1.3,-0.8,1.0,2.6,6.0,0.7,2,10,-5
COc1ccc(NC(=O)C(=O)Nc2cccc3ccccc23)c(OC)c1,0.0,-1,-0.6,-0.2,2.2,-0.8,-1.5,-0.5,-8,-5,-2
N#Cc1c(SCC(=O)Nc2nc3ccc(Br)cc3s2)sc2c(O)cc(=O)[nH]c12,-0.6,-3,-1.0,-0.1,0.3,4.4,0.3,0.0,-2,-5,-7
CCS(=O)(=O)N1Cc2cc(C(=O)NCCOC)nc(-c3cccc(-c4ccncc4)c3)c2[C@@H]1CCO,0.5,5,nt,-0.5,nt,-1.1,0.8,-0.8,-5,-1,6
O=C(NCCCN1CCCC1=O)C1CCN(S(=O)(=O)c2cccc(Cl)c2Cl)CC1,-0.4,-1,2.5,-1.2,-0.2,-1.2,-1.2,0.8,2,0,-13
CC(=O)Nc1ccc(CN2CCCC(C(=O)c3cccc(C(F)(F)F)c3)C2)cc1 (stereo not given),-0.2,1,3.5,-1.1,-0.5,-1.2,-3.8,-0.2,-2,1,-16

# Of the compounds above, these have a Cl atom:
SMILES,KLK7 zymogen act,SMARCA2 act,FXN GAA850 act,ssDAF12 agonist,DAX1 inh-1,hcDAF-12 act,hgDAF-12 ag,DAX1 inh-2,GC-B act,NPR1 activator,HGIII-sPLA2 inh
COc1cc(Cl)ccc1OCc1cc(C(=O)N(C)C2CCOC2)no1 (stereo not given),-0.3,8.7*,1.3,-0.8,1.0,2.6,6.0,0.7,2,10,-5
O=C(NCCCN1CCCC1=O)C1CCN(S(=O)(=O)c2cccc(Cl)c2Cl)CC1,-0.4,-1,2.5,-1.2,-0.2,-1.2,-1.2,0.8,2,0,-13

# Next records follow:
SMILES,KLK7 zymogen act,SMARCA2 act,FXN GAA850 act,ssDAF12 agonist,DAX1 inh-1,hcDAF-12 act,hgDAF-12 ag,DAX1 inh-2,GC-B act,NPR1 activator,HGIII-sPLA2 inh
COc1ccc(S(=O)(=O)N2CCOCC2)cc1NC(=O)c1cc2c(s1)CCCC2,-0.1,-2,4.7,-1.4,1.7,1.2,2.4,-0.6,5,3,1
Cc1cccc(NC(=O)CN2C(=O)S/C(=C\c3ccc(O)c([N+](=O)[O-])c3)C2=O)c1,0.2,-6,0.1,-2.0,3.1,-1.3,2.2,0.5,-8,-3,-4
COc1cccc(NC(=S)NCc2cccs2)c1,0.1,4,3.1,0.0,1.4,-0.7,1.3,-0.4,1,-1,5
CC(NS(C)(=O)=O)C(c1cccs1)N1CCN(c2ccccc2F)CC1 (stereo not given),0.3,-2,0.2,-0.7,0.8,-1.0,-2.8,0.1,5,1,-1
Cc1ccc(OCC(=O)N(C)CC(=O)Nc2ccccc2Cl)c([N+](=O)[O-])n1,-0.1,-3,2.0,-0.9,-0.5,0.1,-0.3,1.2,-2,-3,-3
CC1CCCN(C(=O)NC2CC(=O)N(c3ccc4c(c3)OCCO4)C2)C1 (stereo not given),-0.1,-1,-0.6,0.1,1.0,1.3,-1.1,-0.7,-3,1,3
Cc1nn(C(=O)N2CCOCC2)c(C)c1CN1C(=O)c2ccccc2C1=O,-0.6,2,1.6,-0.6,0.4,-0.6,0.0,0.3,5,-2,0
Cc1ccc(C(=S)N2CCN(Cc3ccccc3)CC2)s1,-0.2,-1,0.7,-1.9,0.3,-1.2,0.4,-0.1,-1,1,9
CCCCC(=O)N1CCCC(C)C1 (stereo not given),0.0,-1,-1.1,-0.5,0.2,-1.7,5.9,-0.1,3,4,1
Cc1ccc(S(=O)c2ccc(C)cc2)cc1,0.5,-2,1.3,-1.1,-0.5,0.0,-0.5,-0.8,-3,-1,-2
CCN(CC)CCOC(=O)C(Cc1cccc2ccccc12)CC1CCCO1 (stereo not given),-0.1,-1,0.6,-1.0,-1.0,-0.3,-1.6,0.1,-5,-10,-3
Cc1ccc2c(CN(C)Cc3cccc(F)c3)cc(=O)oc2c1,0.1,3,5.9,-0.1,1.9,1.0,6.0,0.7,-9,-10,-4
CN(C)C1=NC[C@H](Cc2ccccc2)N1CCC1CCCC1,0.1,1,-0.9,-1.5,1.1,-2.0,2.6,-0.1,-11,-8,3
COc1ccccc1C(=O)N1CC(=O)Nc2ccc(C)cc2C1c1ccc(F)cc1 (stereo not given),-0.1,-3,-0.2,-1.2,0.4,-0.3,-1.2,-0.3,-5,-19,-4
CC(C)=C[C@H]1C[C@H](C)[C@H]2CC[C@H](C)c3c(O[C@@H]4O[C@@H](C)[C@@H](O)[C@@H](O)[C@@H]4O)c(O)c(C)c1c32,0.2,3,1.8,-0.4,nt,-0.5,1.4,-0.2,1,-1,-31
OC1COC(c2ccccc2)OC1C1OC(c2ccccc2)OCC1O (stereo not given),-0.2,2,2.2,-1.6,4.9*,-0.5,1.4,-0.9,-3,1,3
CC1=C(C(=O)NCc2ccccn2)C2(CCC(C)CC2)OC1=O (stereo not given),0.1,1,1.0,-1.3,1.2,-0.8,-2.5,0.8,3,-2,2
COc1ccc(OC)c(NC(=O)C2CCN(S(C)(=O)=O)CC2)c1,-0.2,-1,1.4,-1.5,0.1,3.0,1.1,0.2,2,4,-2
CC(C)=CC(=O)OCC(=O)Nc1ccc(Cl)cn1,-0.6,1,-0.9,-0.8,0.2,-2.7,2.3,0.4,-2,-1,6
COCCSc1nnc(NC(=O)C2CCN(C(=O)c3ccco3)CC2)s1,0.8,1,-0.5,-0.5,-1.3,-1.8,1.2,0.3,6,0,6
N=C1S/C(=C\c2ccco2)C(=O)N1c1ccc2c(c1)OCO2,-0.6,4,3.7,-1.0,-0.6,0.6,2.3,0.5,-6,-4,-3
COc1ccccc1N1CCN(C(c2cccs2)c2nnnn2C2CCCC2)CC1 (stereo not given),0.4,-2,0.1,-1.4,-1.1,0.1,-2.1,0.1,3,1,1
CC(=O)Cn1ncc(Br)c(Br)c1=O,0.1,-11,1.4,-2.0,6.6*,0.2,-0.2,-0.9,1,8,7
Oc1c(C=C2N=c3ccccc3=N2)sc(=S)n1-c1ccccc1,-0.3,-1,0.0,0.2,-0.7,-1.5,3.4,0.5,1,2,4
COc1ccc(S(=O)(=O)N2CCCCCC2)cc1NC(=O)c1ccccc1,-2.3,-2,-0.1,-0.7,-0.1,-0.5,-1.6,-0.2,-4,0,1
COc1ccc(C2=CSC3=NNC4(CCCCC4)NN23)cc1,0.1,-1,-0.7,-1.2,1.7,-0.3,1.9,1.1,1,1,-2
CCCn1nnnc1SCC(=O)N1CCCCC1,0.0,0,-1.3,-1.6,2.6,0.3,3.2,0.2,6,2,1
O=C(O)c1cccc(NC2=Nc3cccc4cccc2c34)c1,7.3,9.9*,3.6,-1.3,-4.2,-0.5,4.3,0.5,0,2,4
O=c1c2ccsc2ncn1Cc1ccccc1F,-0.2,0,1.1,-0.8,2.1,-1.1,-1.0,0.0,1,2,10
S=C(Nc1ccccc1)Nc1ccc(OCc2ccccc2)cc1,-0.7,6,-0.8,-1.0,1.3,0.5,0.7,-0.4,7,-1,-1
CCS(=O)(=O)NCCNc1ccc([N+](=O)[O-])cc1,0.2,-5,-2.3,-0.9,-1.6,2.3,-1.2,-0.4,1,2,13
COc1cccc(OCCNC(=O)c2ccc(C)cc2)c1,-0.1,0,2.2,-0.6,-1.4,3.4,5.0,-0.6,2,2,-5
COc1ccc(OC)c(-n2c(-c3ccc(C)cc3)n[nH]c2=S)c1,0.5,-2,0.0,-0.3,0.8,-1.7,0.5,-0.3,-4,-1,4
Cc1nc(C(F)(F)F)ccc1C(=O)N1CCC1(C)C(=O)NCc1ccc(Cl)cc1 (stereo not given),0.5,-1,-0.3,-1.9,nt,0.1,0.3,-0.3,0,5,3
COCCn1c(SCC(=O)Nc2cc(C)on2)nnc1-c1c[nH]c2ccccc12,0.1,1,-1.2,-0.9,0.8,3.0,0.8,1.9,-4,2,-6
CCOC(=O)N1CCN(C(=O)c2noc3c2COc2ccccc2-3)CC1,-0.4,2,4.9,0.0,0.3,5.3,4.3,0.5,-4,-2,3
COc1ccccc1N(C)S(=O)(=O)c1ccc(C(=O)Nc2nc(C)cs2)cc1,0.1,-5,-3.9,-2.2,-2.9,-3.9,-4.2,-2.4,8,4,-5
CC(=O)Oc1ccc(OC(C)=O)c2c1C1C=CC2CC1,0.1,-2,0.6,-1.1,0.1,0.3,2.5,-1.2,-5,-2,-1
O=C(CSc1nc(-c2ccccc2)cc(=O)[nH]1)Nc1ccccc1F,-0.4,-1,0.2,-1.3,0.9,-0.2,-2.7,-0.1,-4,0,4
CCCC[C@@H]1C[C@H]1[C@@H](NC(=O)c1ccco1)c1ccc(Cl)cc1,0.1,0,0.0,-1.5,0.6,-0.5,-0.1,-0.4,-1,-3,7
COC(=O)Cn1cnc2sc(C)c(S(=O)(=O)N3CCC(C)CC3)c2c1=O,0.2,-7,0.8,-1.0,0.5,0.0,2.5,-0.1,0,-2,15
CCC(C)c1c(O)nc(SCC(=O)Nc2ccccc2)[nH]c1=O (stereo not given),0.3,7,-1.0,-0.1,1.4,0.7,2.6,0.5,-7,-5,-1
Cc1c(C(=O)NCCCn2ccnc2)oc2ccccc12,-1.0,2,-0.7,-1.0,0.2,4.7,8.5,0.5,3,-1,-4
CCC1CCCCN1CCCNC(=O)Cn1ncn2nc(-c3ccc(OC)cc3)cc2c1=O (stereo not given),2.0,1,2.6,-0.4,0.5,-1.1,7.5,-0.1,3,3,-7
